CYP2C9 activ: activators of human CYP2C9 | actives 1.4% (n = 96,000) | activation factor at 5 µM | recombinant CYP2C9, luciferin-H conversion, luminescence; active compounds read high; factor 1 = untreated enzyme, 0 = blocked | AID 1024;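 active = activation factor of 2 or more for CYP2C9 at a 5 µM dose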;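 also: 0 = sulfaphenazole-blocked wells and 1 = vehicle-only wells; values of inactives mirror those of a sister screen read the other way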
PTPN22 act: activators of human LYP (PTPN22) phosphatase; Q9Y2R2; recombinant LYP, DiFMUP fluorescence; 0 = plate median, 100 = signal doubled; activation, % at 2 µM; actives 0.11% (n = 96,000); AID 697;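 active = activation at 2 µM above a set limit, the mean plus 5 SD, cut at about 37% in these data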
PLK1 inh: PLK1 (human) kinase inhibition | P53350 | inhibition, % at 10 µM | AID 619 | actives 0.53% (n = 97,000) | recombinant PLK1 kinase, TR-FRET peptide phosphorylation;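 active = inhibition of 50% or more in the single-concentration screen; inactive = inhibition below 50%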;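 also: 0% = DMSO max control and 100% = H-89 dihydrochloride min control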
Target sequence (P53350 whole entry, looked up): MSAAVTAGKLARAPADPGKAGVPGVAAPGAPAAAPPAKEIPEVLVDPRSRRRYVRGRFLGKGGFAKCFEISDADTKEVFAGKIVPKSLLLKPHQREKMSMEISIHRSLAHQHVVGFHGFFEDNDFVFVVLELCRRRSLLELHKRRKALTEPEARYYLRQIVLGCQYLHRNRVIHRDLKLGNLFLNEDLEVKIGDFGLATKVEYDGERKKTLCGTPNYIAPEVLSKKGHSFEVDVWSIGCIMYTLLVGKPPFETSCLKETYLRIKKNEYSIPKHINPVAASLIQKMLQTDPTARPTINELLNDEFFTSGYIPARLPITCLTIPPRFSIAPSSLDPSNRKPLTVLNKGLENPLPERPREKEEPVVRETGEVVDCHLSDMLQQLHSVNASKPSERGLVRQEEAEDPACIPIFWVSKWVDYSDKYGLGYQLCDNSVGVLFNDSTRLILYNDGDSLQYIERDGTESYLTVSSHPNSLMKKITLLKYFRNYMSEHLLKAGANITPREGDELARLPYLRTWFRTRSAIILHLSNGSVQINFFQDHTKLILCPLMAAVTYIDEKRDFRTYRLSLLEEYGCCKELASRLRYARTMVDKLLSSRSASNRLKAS
HIV Rev-RRE inh: inhibitors of HIV-1 Rev-RRE RNA interaction. AID 704. Rev peptide-RRE RNA binding, FRET. actives 0.79% (n = 97,000). inhibition, % at 8 µM. P05866;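 active = inhibition above the screen-wide mean plus 3 SD, cut at about 35% in these data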;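 also: 0% = median DMSO wells and 100% = median Neomycin B control wells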
Target sequence (P05866 whole entry, looked up): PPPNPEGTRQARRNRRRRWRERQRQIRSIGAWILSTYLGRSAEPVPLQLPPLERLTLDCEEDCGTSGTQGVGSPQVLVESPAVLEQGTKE
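Test system: labelled RRE RNA duplex and labelled Rev peptide. Times: 5 min compound–RNA preincubation, then 15 min with peptide, 25 °C. Doses: single-dose 8 µM. Measured by: FRET, excitation 480 nm, emission 540 nm donor and 671 nm acceptor. Measure: % inhibition of FRET ratio versus controls.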
EphB4 ephrin blk: blocks human EphB4 binding to ephrin-B2; P54760; EphB4 LBD / TNYL-RAW-Alexa532 peptide, fluorescence polarization; inhibition, % at 7 µM; actives 0.15% (n = 97,000); AID 720;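 active = inhibition above the screen-wide mean inhibition plus 3 SD, cut at about 15% in these data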;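 also: 0% = DMSO wells and 100% = excess unlabeled TNYL-RAW peptide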
LYP inh 2: LYP (human) phosphatase inhibition; Q9Y2R2; recombinant LYP catalytic domain, DiFMUP fluorescence; inhibition, % at 2 µM; actives 0.21% (n = 96,000); AID 640;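 active = inhibition at 2 µM at or above a set limit, the screen mean plus 3 SD, cut at about 24% in these data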;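 also: 0% = DMSO with enzyme and 100% = enzyme fully blocked by orthovanadate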
Plk1 PBD FP: blocks phosphopeptide binding to human Plk1 polo box domain; Plk1 PBD phosphopeptide binding, fluorescence polarization; inhibition, %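 (tested at about 20 µM)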; actives 0.13% (n = 97,000); AID 693; in the data active = inhibition above about 34%, passing the limit was not always enough
Candida biofilm: kills Candida albicans biofilms; C. albicans biofilm + clotrimazole, Alamar Blue; inhibition, % at 6 µM; actives 0.14% (n = 85,000);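 active = inhibition above 20%; inactive = inhibition below 20%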;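 also: preformed 24 hr biofilms exposed to compound for 48 hr; 0% = biofilm without compound and 100% = blank killed by clotrimazole plus chlorhexidine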
CYP2C9 inh: blocks human cytochrome P450 2C9 | P11712 | CYP2C9 Supersomes, luciferin-H conversion, luminescence | inhibition, % at 5 µM | actives 20% (n = 96,000);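 active = blocking of liver enzyme CYP2C9 beyond about 50% at 5 µM, limit read from the data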; also: values of inactives mirror those of a sister screen read the other way
Active calls of the source: *; · = not tested or not shown. This is a random part of the collection, and some 20% of all compounds hit somewhere here.

The line under a structure holds: PTPN22 act, EphB4 ephrin blk, LYP inh 2, PLK1 inh, Plk1 PBD FP, Candida biofilm, CYP2C9 activ, HIV Rev-RRE inh, CYP2C9 inh
CCOc1ccc(C2OC34CCCCC3C(C#N)(C#N)C2(C#N)C(=N)O4)cc1OC (stereo not drawn)
 : 12, 2, -12, -1, -26, 7, 1.1, 32, -11
COc1cccc(-c2noc(-c3cccnc3)n2)c1
 : 3, 3, -6, 0, 7, 1, 0.8, 2, 18
CCOc1ccccc1CNn1nnnc1N
 : -8, 2, 9, -13, 3, 1, ·, 8, ·
CCOc1ccc(NC(=O)c2ccc(C#CC(C)(C)O)cc2)cc1
 : 2, -3, 4, 10, -34, ·, 0.9, -5, 7
N#Cc1ccc(-c2cccnc2)nc1SCc1ccc(Cl)cc1Cl
 : 5, -5, -3, -7, 6, ·, 0.4, -5, 56*
Cc1cc(C)n2nnnc2c1C#N
 : -3, 3, 0, -4, -21, -4, 1.3, 3, -30
C=CCn1c(=O)c2c(C)c(C)sc2n2c(Nc3ccc(OC)cc3)nnc12
 : -6, 1, -1, -5, -9, 2, 0.1, 5, 91*
CCOc1ccc(OCC)c(S(=O)(=O)N2CCC(C)CC2)c1
 : -3, -3, 5, -8, -6, 7, 0.7, 6, 34
COc1ccc2nc(NC(=O)c3ccc(Br)s3)sc2c1
 : -4, -4, 6, -63, -4, 12, 1, -1, 2
CCOC(=O)c1cc(Br)c(=O)n2ccccc12
 : 4, -6, -1, -23, 18, ·, 0.9, 2, 13

Part of the list above, in CSV form:
Structure,PTPN22 act,EphB4 ephrin blk,LYP inh 2,PLK1 inh,Plk1 PBD FP,Candida biofilm,CYP2C9 activ,HIV Rev-RRE inh,CYP2C9 inh
CCOc1ccc(C2OC34CCCCC3C(C#N)(C#N)C2(C#N)C(=N)O4)cc1OC (stereo not drawn),12,2,-12,-1,-26,7,1.1,32,-11
COc1ccc2nc(NC(=O)c3ccc(Br)s3)sc2c1,-4,-4,6,-63,-4,12,1,-1,2

Carrying on:
The line under a structure holds: PTPN22 act, EphB4 ephrin blk, LYP inh 2, PLK1 inh, Plk1 PBD FP, Candida biofilm, CYP2C9 activ, HIV Rev-RRE inh, CYP2C9 inh
CCOC(=O)Nc1ccc2c(c1)N(C(=O)CN1CCN3CCCC3C1)c1ccccc1CC2 (stereo not drawn)
 : 3, -11, -4, -13, -28, 5, 1, 9, 0
O=c1oc2ccc3ccccc3c2cc1-c1nnc(-c2ccccc2)o1
 : 3, -2, -4, 18, 11, 2, 1, 6, 3
CS(=O)(=O)N1CCN(C(=O)CCC2CCCC2)CC1
 : 1, 5, -2, -11, -9, 7, 1.1, 9, -6
Cc1c(C(=O)OCC(C)C)[nH]c2c1C(=O)CC(c1cccs1)C2 (stereo not drawn)
 : 11, -5, -8, -9, 6, 6, 0.1, 4, 92*
CCCNc1nc2c(c(=O)[nH]c(=O)n2C)n1Cc1ccc(F)cc1
 : -4, 8, 3, 6, 9, 4, 1, 1, 4
Cn1c(SCC(=O)NCc2cccs2)nnc1-c1ccco1
 : -5, -2, 5, -13, 9, 2, 1, 4, -4
COc1nc(/C(N)=N/O)nc(N2CCCCC2)n1
 : 6, 0, -8, -13, 8, 4, 1.1, 6, -8
Cc1c(C)n(CC(O)CN2CCCCC2)c2ccccc12 (stereo not drawn)
 : -12, 3, 13, -14, 32, 2, 1.1, 0, -14
c1ccc(-c2csc3ncn4cnnc4c23)cc1
 : -8, -6, 6, -10, -6, 4, 0.9, 2, 7
c1ccc(N=C(c2cccs2)N2CCOCC2)cc1
 : 1, 6, -7, -6, 18, 0, ·, 1, ·
Cn1cc(S(=O)(=O)NCc2ccco2)c(=O)n(C)c1=O
 : 1, 1, -1, -12, 0, 4, 1.2, 11, -16
Cc1cccc(OCC(=O)NCc2ccncc2)c1C
 : -7, 4, 5, 3, -5, ·, 0.4, 5, 55*
CCOC(=O)N1CCN(c2nc(C)c3c(n2)CCCC3=O)CC1
 : -2, 0, 3, -9, -17, 6, 1, 5, 0
CCCC1(c2ccccc2)NC(=O)N(CCN2C(=O)c3ccccc3C2=O)C1=O (stereo not drawn)
 : -9, 4, 12, 3, 13, 6, 0.6, 2, 38
C=CCOC(=O)C1=C(C)NC(C)=C(C(=O)OCC=C)C1/C=C/c1ccccc1
 : 5, 3, -3, -12, -21, ·, ·, 2, ·
CCOCCc1nnc(NC(=O)c2cccs2)s1
 : 12, -4, -8, -9, -10, 3, 0.8, 0, 19
CCOc1cccc(CNc2ccc(O)cc2)c1OCc1ccc(Cl)cc1Cl
 : 4, 4, -7, -10, 2, ·, 1.1, 13, -12
CC(C)(C)Cc1nnc(NS(C)(=O)=O)s1
 : 30, -4, -30, -3, -15, 8, ·, 3, ·
COc1ccc(N2C(=O)CSC23C(=O)N2c4c(cccc43)C(C)=CC2(C)C)cc1 (stereo not drawn)
 : -3, 3, 5, -2, -44, 2, 0.2, 10, 80*
COc1ccc(OC)c(/C=c2\sc3nc(-c4cccs4)nn3c2=O)c1
 : -2, -10, -1, 22, 5, 8, 1.3, 57*, -25
COc1ccc(Nc2nc(N)nc(CSc3nccc(C)n3)n2)cc1
 : 3, -1, -4, -10, 5, 3, 0.9, 3, 10
CC(=O)c1cc2c(cc1NC(=O)CCn1cccc1)OCO2
 : -1, -1, 2, -11, -1, 5, 0.9, -4, 8
CCCC(=O)Nc1ccc2oc(-c3cccnc3)nc2c1
 : 1, 3, 3, -18, 4, 12, 1, 3, 5
Cc1ccc(-c2ccc(C(=O)O)[nH]2)cc1
 : 4, 16*, -4, -4, 16, 11, 1.1, 13, -7
O=C(Nc1ccccc1C(F)(F)F)N1CCCC(O)C1 (stereo not drawn)
 : -6, 3, 4, -19, -9, -5, 0.9, 6, 15
CCOc1ccc2nc(SCC#N)c(C#N)cc2c1
 : 0, 0, 4, -2, -16, 5, 0.3, 34, 67*
Cc1ccc(N(C(=O)c2csnn2)C(C(=O)NC(C)(C)C)c2cccs2)cc1 (stereo not drawn)
 : 4, -5, -1, -6, -27, ·, 0.9, -2, 6
COc1ccc(CNC(=O)C(NS(=O)(=O)c2ccc3c(c2)CCCN3C(C)=O)C(C)C)cc1 (stereo not drawn)
 : 0, -6, -3, 2, -5, 7, 0.9, 2, 8
C=CCn1c(=N)c(C#N)cc2c(=O)n3ccccc3nc21
 : 8, -8, -8, -14, -11, 3, ·, 4, ·
CC(C)CNC(=O)C1CC(=O)OC12CCCCC2 (stereo not drawn)
 : 12, -6, -9, -9, 1, 4, 1, 2, 3
COc1nc(-c2ccccc2)ccc1-c1noc(-c2ccccc2F)n1
 : -10, -2, 8, -7, -5, ·, 0.9, 5, 14
CN(C(=O)CCc1nc2ccccc2s1)c1ccccc1
 : -8, 0, 11, -6, -15, ·, 1, 0, 1
CCCNC(=O)c1[nH]c(C)c(C(C)=O)c1C
 : -1, 3, -2, -8, 14, 5, 0.8, 6, 19
COc1cc(C)ccc1S(=O)(=O)N1CCN(C23CC4CC(CC(C4)C2)C3)CC1
 : 0, 1, 3, -6, 17, 4, 1.3, 9, -25
CCOC(=O)Nc1ccc(NS(=O)(=O)c2ccc(C)cc2)cc1
 : -7, -3, 10, -7, 12, 6, 0, 7, 96*
O=C1CN(S(=O)(=O)c2ccc(Cl)cc2)CC(=O)N1CCc1ccccc1
 : -10, 7, 12, 5, -6, -1, 0.8, 8, 18
O=C(NCC1CCS(=O)(=O)C1)Oc1ccccc1 (stereo not drawn)
 : 10, -5, -11, -16, 13, -5, 1.1, -1, -5
COc1ccccc1OCc1nc2ccccc2s1
 : 25, -2, -23, -9, 7, ·, 0.5, 8, 52*
CC(OC(=O)c1ccco1)C(=O)NC1CCCCC1 (stereo not drawn)
 : -30, 7, 28*, -12, -6, 10, 1.1, 6, -9
Cc1nc2ccc(NC(=O)C(F)(F)F)cc2o1
 : ·, 1, ·, 1, -13, ·, 1, 4, 5
COCCn1c(COc2ccccc2)nnc1SCC(N)=O
 : -6, -2, 4, -8, 15, 10, 1.1, 4, -7
O=C(c1cccc2ccccc12)N1CCN(CC2CC=CCC2)CC1 (stereo not drawn)
 : 2, -3, -3, -8, -15, 5, 2.6*, 4, -158
COc1ccc(CNc2ccc3cn[nH]c3c2)c(OC)c1OC
 : 4, 3, -3, 5, 3, 3, 0.1, -3, 86*
COc1ccc(CNC(=O)Cn2nc(-c3ccc4c(c3)OCCO4)ccc2=O)cc1
 : -4, -4, 3, -16, -4, ·, 0.4, 3, 60*
CC(C)NC(=O)CC(=O)N/N=C/c1ccccc1F
 : 12, -2, -9, -7, -46, ·, 1.2, 1, -23
COc1ccc(NC(=O)N2CCCC2C(=O)Nc2ccc(C)c(Cl)c2)cc1 (stereo not drawn)
 : -6, 6, 4, -10, 12, 9, 1, 4, -2
Nn1c(CN2CCCCC2)nc2ccccc2c1=O
 : 7, -10, -7, -12, 22, 5, 1.2, 11, -15
O=C(O)c1cccc(NC(=O)C2CCCO2)c1 (stereo not drawn)
 : 14, -4, -14, -5, -11, -1, 1, 3, -1
COc1ccc(OC)c(N=C2C(=O)Nc3ccccc32)c1
 : -8, -2, 7, -6, 30, 8, 0.9, -1, 7
C=CCNC(=O)c1ccc2nc(-c3ccccc3)c(-c3ccccc3)nc2c1
 : -5, -3, 10, -12, 19, ·, 0.5, 9, 50

Next entries
The line under a structure holds: PTPN22 act, EphB4 ephrin blk, LYP inh 2, PLK1 inh, Plk1 PBD FP, Candida biofilm, CYP2C9 activ, HIV Rev-RRE inh, CYP2C9 inh
O=C(CSC1=Nc2ccccc2C2=NC(c3ccccc3)C(=O)N12)NCC1CCCO1 (stereo not drawn)
 : 8, 5, -6, -31, -19, 6, 0.6, 11, 39
CCN(CC)c1ccc(NC(=O)C2CCCN(S(=O)(=O)c3cccnc3)C2)c(C)c1 (stereo not drawn)
 : -1, 2, -2, -19, -4, 3, 0.9, 1, 8
Nc1c(S(=O)(=O)c2ccccc2)c2nc3ccccc3nc2n1/N=C/c1ccco1
 : -4, 1, 2, 6, 2, -2, 0.8, 6, 21
Cc1ccc(-n2c(=O)c3c4c(sc3n3c(C)nnc23)COC(C(C)C)C4)cc1 (stereo not drawn)
 : 2, 0, -2, -6, -11, 0, ·, 8, ·
COc1ccccc1C(=O)Nc1ccc(S(=O)(=O)Nc2cc(C)on2)cc1
 : 1, 4, -2, -12, 14, 1, 1, 9, -5
O=C(CSc1nnc(COc2ccccc2)o1)NCCc1ccccc1
 : 5, 5, -7, 5, 7, -3, 0.9, 9, 11
Cc1nc(-c2ccccc2)sc1C(N)=O
 : 14, -7, -15, 44, -8, 9, 0.6, 3, 36
Cc1ccc(NC(=O)C(=S)NCc2ccco2)cc1
 : -1, 4, 3, -10, 18, ·, 0.9, 1, 12
